TEAD-YAP block: TEAD-YAP interaction inhibition; AID 1259422; inhibition, % at 9.12 µM; 640,000 tested, 1.4% active; HEK-TIYL cells, TEAD-Gal4/YAP UAS-luciferase luminescence; in the data active = inhibition above about 32%;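 note: 0% = median of test compound wells and 100% = reference inhibitor wells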
MITF inh: inhibitors of human MITF. AlphaScreen MITF homodimerization, bead proximity signal. 650,000 tested, 0.91% active. inhibition, % at 2.6 µM; in the data active = inhibition above about 50%;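 note: 0% = vehicle wells with protein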
Target sequence (O75030 whole entry, looked up): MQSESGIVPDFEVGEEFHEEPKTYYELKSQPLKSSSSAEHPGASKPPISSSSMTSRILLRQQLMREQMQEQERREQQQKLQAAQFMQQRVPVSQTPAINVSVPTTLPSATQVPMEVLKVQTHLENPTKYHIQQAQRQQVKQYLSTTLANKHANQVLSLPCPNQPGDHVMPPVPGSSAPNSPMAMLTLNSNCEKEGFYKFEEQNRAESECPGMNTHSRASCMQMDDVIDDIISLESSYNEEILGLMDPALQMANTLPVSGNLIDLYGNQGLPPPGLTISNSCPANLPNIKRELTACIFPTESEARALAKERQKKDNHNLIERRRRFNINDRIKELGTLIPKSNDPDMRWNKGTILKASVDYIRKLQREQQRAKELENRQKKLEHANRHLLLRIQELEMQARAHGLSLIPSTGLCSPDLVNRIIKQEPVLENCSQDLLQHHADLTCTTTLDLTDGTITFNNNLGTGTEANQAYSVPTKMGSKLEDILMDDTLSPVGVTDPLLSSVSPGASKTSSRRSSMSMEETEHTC
FBW7 activator: human FBW7 E3 ligase activation, primary screen; 650,000 tested, 0.13% active; AID 1259310; Q969H0; AlphaScreen FBW7–phospho-cyclin E peptide binding, activator screen; normalized activity (activation), % at 26.1 µM; in the data active = normalized activity above about 1.9%;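 note: purified mutant Fbw7 with reduced substrate affinity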
GPR151 ag: activates the human receptor GPR151 | AID 1508602 | Q8TDV0 | activation, % at 11.2 µM | PathHunter beta-arrestin GPR151 cells, luminescence | 650,000 tested, 1% active; in the data active = activation above about 4.9%;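 note: 0% = median of compound wells and 100% = cells with positive control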
Target sequence (Q8TDV0 whole entry, looked up): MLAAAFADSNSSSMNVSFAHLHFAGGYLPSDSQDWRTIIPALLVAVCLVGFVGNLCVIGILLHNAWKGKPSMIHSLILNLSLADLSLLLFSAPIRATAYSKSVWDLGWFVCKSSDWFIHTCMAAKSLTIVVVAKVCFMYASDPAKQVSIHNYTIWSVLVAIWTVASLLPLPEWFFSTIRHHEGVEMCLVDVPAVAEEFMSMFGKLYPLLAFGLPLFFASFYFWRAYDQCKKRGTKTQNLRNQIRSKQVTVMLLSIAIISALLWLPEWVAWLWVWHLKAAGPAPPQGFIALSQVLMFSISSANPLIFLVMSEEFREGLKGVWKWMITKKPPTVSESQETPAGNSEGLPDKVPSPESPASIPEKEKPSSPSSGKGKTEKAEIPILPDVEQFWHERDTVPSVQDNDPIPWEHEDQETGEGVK
* hit, by the source's call; i = inactive.

SMILES	TEAD-YAP block	MITF inh	FBW7 activator	GPR151 ag
CCC1(C2CCN(C3CCSCC3)CC2)NC(=O)N(CCc2ccc(OC)cc2)C1=O (configuration not stated)	2.8	0.8	-0.1	0.0
N#Cc1ccccc1NC(=O)CSc1nnc(N)s1	0.1	-1.7	0.0	-0.5
O=C(Cc1ccccc1)NC(=S)Nc1cccc(NC(=O)c2ccco2)c1	8.3	7.1	-0.3	0.5
COc1ccccc1NC(=O)C(=O)NC1CC1	-37.7	3.0	-0.1	0.3
COCCCNC(=O)CSc1nc2ccccc2c(=O)n1CCNC(C)=O	-3.0	-0.8	-0.1	-2.0
CN1CCOCCOCCN(C)CCN(C)CC1	1.4	2.9	0.0	-1.0
Cc1cc(C)n(-c2nc3sc4c(c3c(=O)[nH]2)CCCC4)n1	14.9	5.0	0.4	-0.1
Cc1cc(N2CCN(c3ccc(C(F)(F)F)cc3[N+](=O)[O-])CC2)c2ccccc2n1	2.7	10.2	0.0	-0.6
COc1ccc(C(=O)Nc2cc3nn(-c4ccc(C)cc4)nc3cc2C)cc1	3.2	2.7	0.0	0.7
CC(C)(C)C(=O)NC1CCN(C(=O)NC2CCCCC2)CC1	-4.5	-2.2	0.0	0.2
Cc1nc2cc(NC(=O)c3ccc(S(=O)(=O)N(C)C)cc3)ccc2s1	10.1	-13.6	-0.2	1.0
O=C(NCc1ccccc1Cl)c1cc(-c2ccc(F)cc2)nc2ccccc12	9.7	-0.1	0.1	0.4
CCOC(=O)C(Cl)Cn1c(=O)oc2cc(Cl)ccc21 (configuration not stated)	-4.7	1.7	0.0	0.2
Cc1c(Cl)cccc1NC(=O)CCN(C)Cc1ccccc1	6.0	9.4	-0.1	0.5
Cc1cc(NC(=O)Cc2ccccc2)ccc1NC(=O)COc1ccccc1	-0.4	-5.8	-0.1	1.5
Cc1cc(C)nc(NC(=O)c2cc(Cl)ccc2[N+](=O)[O-])c1	7.4	19.4	0.4	2.1
CN1C[C@@H]2C[C@@H](c3ccc(-c4ccc(Cl)cc4)o3)N3CCC[C@@]23C1=O	0.7	-18.9	0.0	-1.1
Cc1ccc(C(=O)COC(=O)c2ccc3c(c2)C(=O)N(c2ccc(Cl)cc2)C3=O)cc1[N+](=O)[O-]	-6.2	13.2	0.4	-0.6
Cc1cccc(C)c1NC(=O)C(=O)NCc1ccc(Cl)cc1	-17.5	0.5	0.1	0.8
COc1cccc(C2c3c(oc4ccccc4c3=O)C(=O)N2c2ncccc2C)c1 (configuration not stated)	-27.7	24.1	-0.1	1.7
Cc1ccc(-c2cc(C(N)=O)on2)cc1	5.9	5.9	0.1	0.1
CCCCCc1nc(N)c(C#N)c(-c2ccco2)c1CCCC	-4.2	6.5	0.1	0.7
N#CC1=C(N)C(C#N)(C#N)C(c2ccc(F)cc2)C2CCCC=C12 (configuration not stated)	4.7	19.7	0.2	0.6
O=C(NN=C1C2CC3CC(C2)CC1C3)c1cccs1	-46.2	2.9	-0.1	-1.8
CCNc1nc(N)nc(Oc2ccc(OCc3ccccc3)nn2)n1	-15.8	-13.1	-0.2	-0.6
Cc1nc(N2CCC(NCc3cccs3)CC2)nc2cc3c(cc12)CCC3	-0.2	10.7	0.5	-1.0
Cc1ccc(NC(=O)c2cc3c(C)nn(-c4ccccc4)c3s2)cc1	-6.0	2.6	-0.1	-0.9
COc1ccc(Cl)cc1NC(=O)CNc1cc([N+](=O)[O-])ccc1NCCO	-3.0	-1.2	-0.1	4.3
O=C(NC1(C(F)(F)F)NC(=O)N(c2ccc(Cl)cc2)C1=O)c1ccccc1F (configuration not stated)	-13.7	10.6	0.3	1.6
CC(C)CC(C(=O)N1CCCCC1)N1C(=O)c2ccccc2C1=O (configuration not stated)	5.8	0.6	0.1	-1.1

Structural class, the compounds so far with a nitro group on carbon (4)
SMILES	TEAD-YAP block	MITF inh	FBW7 activator	GPR151 ag
Cc1cc(N2CCN(c3ccc(C(F)(F)F)cc3[N+](=O)[O-])CC2)c2ccccc2n1	2.7	10.2	0.0	-0.6
Cc1cc(C)nc(NC(=O)c2cc(Cl)ccc2[N+](=O)[O-])c1	7.4	19.4	0.4	2.1
Cc1ccc(C(=O)COC(=O)c2ccc3c(c2)C(=O)N(c2ccc(Cl)cc2)C3=O)cc1[N+](=O)[O-]	-6.2	13.2	0.4	-0.6
COc1ccc(Cl)cc1NC(=O)CNc1cc([N+](=O)[O-])ccc1NCCO	-3.0	-1.2	-0.1	4.3

Gathered by group, those above containing a CF3 group (two)
SMILES	TEAD-YAP block	MITF inh	FBW7 activator	GPR151 ag
Cc1cc(N2CCN(c3ccc(C(F)(F)F)cc3[N+](=O)[O-])CC2)c2ccccc2n1	2.7	10.2	0.0	-0.6
O=C(NC1(C(F)(F)F)NC(=O)N(c2ccc(Cl)cc2)C1=O)c1ccccc1F (configuration not stated)	-13.7	10.6	0.3	1.6

(next part)
SMILES	TEAD-YAP block	MITF inh	FBW7 activator	GPR151 ag
CCc1ccc(N(CC(=O)Nc2ccc(C)c(Cl)c2)S(C)(=O)=O)cc1	-41.5	-0.2	-0.1	2.5
N#Cc1ccccc1-c1ccccc1C(=O)N1CCCCC1	-1.2	-3.3	0.0	0.7
C=C(C)CNC(=S)N/N=C(\C)c1ccc(Cl)s1	4.2	6.7	-0.2	-1.1
CC(C)(C)C(=O)Nc1nnc(-c2ccc3c(c2)OCCO3)o1	-16.9	11.1	0.4	0.6
COc1ccc(OC)c(NS(=O)(=O)c2cccs2)c1	5.5	5.1	-0.1	1.6
Cc1cc(C)n(/N=C/c2cccc(O)c2)c(=O)c1C(N)=O	-0.4	3.7	0.1	0.0
CCOC(=O)c1cc(-c2cccnc2)no1	2.3	5.5	0.3	1.0
Cc1c(Cl)cccc1S(=O)(=O)N1CCC(n2nnc3ccccc32)CC1	-0.3	14.4	0.0	-0.2
O=C1/C(=C/c2ccccn2)SC(=S)N1Cc1ccccc1	-1.3	9.3	0.2	-0.8
CCOC(=O)NCc1ccc2c(c1)cc(C)n2C	-6.6	10.6	-0.1	-0.9
CC(C)CCNC(=O)c1ccc(-n2c(=S)[nH]c3ccccc3c2=O)cc1	13.3	6.0	0.5	-1.2
COc1ccc(C(c2sc3nc(C)nn3c2O)N2CCOCC2)cc1OC (configuration not stated)	-4.4	5.2	0.0	1.0
CN(C)c1ccc(C(c2nnnn2C(C)(C)C)N2CCN(C(=O)c3ccco3)CC2)cc1 (configuration not stated)	-3.4	12.3	0.0	1.7
O=C(CN1C(=O)CSC1=O)Nc1cccc(Cl)c1Cl	3.5	-4.5	0.2	-0.2
COc1ccc(C2C(C(=O)NCc3ccccn3)c3ccccc3C(=O)N2c2ccc(OC)cc2)cc1 (configuration not stated)	6.3	8.3	0.0	-0.8
CC1=C(C(=O)Nc2cccc(C)c2C)C(c2cccs2)NC(=O)N1 (configuration not stated)	6.1	-0.1	-0.2	0.6
COc1cc(CN2CCN(Cc3cccnc3)CC2)cc(OC)c1O	0.6	65.7*	0.1	-1.7
CCOC(=O)c1c(NC(=O)COc2ccc(C)cc2C)sc(C)c1C	-0.8	-16.5	-0.4	1.4
O=Cc1ccccc1OCc1ccccn1	-8.3	5.2	-0.2	-0.6
CCN(CCN(C)C)C(=O)c1cc2c(=O)n(CC)c3ccccc3c2s1	-12.4	10.3	0.6	-0.7
O=C(NCCN1CCOCC1)c1cnc(Nc2ccc(-n3ccnc3)cc2)s1	2.9	8.9	-0.2	0.9
COc1cccc(-c2ocnc2C(=O)NC(C)c2ccccn2)c1 (configuration not stated)	-63.8	2.7	0.0	1.2
COCCNC(=O)COc1ccc(S(=O)(=O)N2CCCC2)cc1	7.2	5.5	-0.1	-0.9
O=C(/C=C/c1ccc(Br)o1)Nc1ccc(N2CCOCC2)cc1	-12.8	-6.9	-0.2	-2.1
Oc1ccc(CCNc2ccnc(Nc3ccc(-n4ccnc4)cc3)n2)cc1	43.4*	9.4	-0.2	3.4
O=C(Nc1ccc(Br)cc1)c1ccc(Br)c(S(=O)(=O)Nc2cccc(F)c2)c1	9.4	-9.0	0.1	-0.6
O=C(Nc1ccc2oc(-c3cccc(I)c3)nc2c1)c1cccc([N+](=O)[O-])c1	-0.6	-1.0	0.0	-0.6
O=C(N/N=C/c1ccccc1)c1ccco1	-56.6	-5.3	0.0	-2.0
COc1ccc(-c2nn(CO)c(=S)n2-c2ccccc2)cc1	-20.1	-10.2	0.0	-0.4
COc1cc(-c2c(C#N)c(N)n3c(nc4ccccc43)c2C#N)ccc1O	2.4	9.4	-0.3	-0.7
CCOC(=O)C1CCN(C(=O)c2c[nH]c3ccc(S(=O)(=O)N(CC)c4cccc(C)c4)cc3c2=O)CC1	6.2	13.2	0.0	-1.4
CCOC(=O)N1CCC(n2c(SCC(=O)Nc3cc(C)[nH]n3)nc3ccccc3c2=O)CC1	0.1	-1.2	0.0	-0.8
c1ccc(-c2cn(-c3ccccc3)c3ncnc(N4CCN(c5ccccc5)CC4)c23)cc1	4.0	8.7	-0.1	-0.7
O=S(=O)(N1CCCCCC1)N1CCN(S(=O)(=O)N2CCCCCC2)CC1	3.8	i	-0.1	0.2
Cc1ccc(-c2nc(CSc3n[nH]c(N)n3)cs2)cc1	-47.6	2.9	0.0	0.2
Cc1ccccc1CSCC(=O)Nc1ccc(F)cc1	-48.5	20.1	0.3	-1.8
CN(C)c1ccc(NC(=O)CN2CCN(CC(=O)Nc3ccc(F)cc3)CC2)cc1	13.8	7.5	-0.1	0.1
Cc1csc(SC(C)C(=O)NCC2CCCCC2)n1 (configuration not stated)	0.4	-9.6	0.2	2.4
COc1ccc(C(=O)NCc2nnc(SCc3cccc(F)c3)n2Cc2ccccc2)cc1	1.7	-4.6	-0.3	0.3
OC1CCCN(Cc2c3ccccc3cc3ccccc23)C1 (configuration not stated)	-7.5	-4.2	0.1	2.1
CCNc1nc(C(=O)NC2CCN(Cc3ccccc3)CC2)cs1	6.1	2.7	0.0	-0.5
O=C(Sc1ccccn1)N1c2ccccc2Sc2ccccc21	1.7	-9.2	-0.1	0.0
CN(Cc1ccccc1)C(=O)c1cnn2c(C(F)(F)F)cc(-c3cccs3)nc12	-8.2	-8.9	0.5	-1.0
CCCN1CCN(C(=O)CCCNC(=O)Cn2cnc3sc(C)c(C)c3c2=O)CC1	6.4	7.8	0.2	-1.8
COc1ccc(C2(O)CCN(CC(=O)Nc3nccs3)CC2)cc1	7.5	12.6	0.0	1.3

Retrieved by structure from the list above (2):
SMILES	TEAD-YAP block	MITF inh	FBW7 activator	GPR151 ag
CC(C)CCNC(=O)c1ccc(-n2c(=S)[nH]c3ccccc3c2=O)cc1	13.3	6.0	0.5	-1.2
Cc1nc2cc(NC(=O)c3ccc(S(=O)(=O)N(C)C)cc3)ccc2s1	10.1	-13.6	-0.2	1.0

Other compounds
SMILES	TEAD-YAP block	MITF inh	FBW7 activator	GPR151 ag
O=C1C2C(c3ccccc3)OC3(C(=O)c4ccccc4C3=O)C2C(=O)N1c1ccc(F)c(Cl)c1 (configuration not stated)	5.5	2.4	-0.1	1.4
COc1cc(C(=O)On2c(-c3ccc(C(C)(C)C)cc3)nc3ccccc3c2=O)cc(OC)c1OC	18.3	-9.7	0.1	1.9
CCOC(=O)C1(Cc2ccc(Cl)cc2)CCN(CCCn2cccn2)CC1	2.9	1.5	-0.1	2.7
CC(=O)N1CC=C2C(C#N)=C(N)C(C#N)(C#N)C(C)C2C1 (configuration not stated)	-1.0	-4.0	-0.1	3.2
NC(=O)COC(=O)c1ccc(CSc2ccc(Cl)cc2)cc1	1.7	12.4	-0.1	-0.1
O=C(CNc1ccc(Cl)cc1)N/N=C/c1ccccc1	-12.1	-2.3	0.0	-0.4
O=C(Nc1ccc(Br)cc1C(=O)O)c1cccc([N+](=O)[O-])c1	3.4	23.9	0.1	-3.1
Cc1ccc(C(=O)N(Cc2cc3ccc(C)cc3n3nnnc23)CC2CCCO2)cc1 (configuration not stated)	-5.5	1.3	-0.1	0.6
NC(=O)C1CCN(Cc2nnnn2C2CCCCC2)CC1	-0.2	-0.1	0.0	0.0

Some of these compounds in order of number of heavy atoms, highest first.
SMILES	TEAD-YAP block	MITF inh	FBW7 activator	GPR151 ag
COc1cc(C(=O)On2c(-c3ccc(C(C)(C)C)cc3)nc3ccccc3c2=O)cc(OC)c1OC	18.3	-9.7	0.1	1.9
O=C1C2C(c3ccccc3)OC3(C(=O)c4ccccc4C3=O)C2C(=O)N1c1ccc(F)c(Cl)c1 (configuration not stated)	5.5	2.4	-0.1	1.4
NC(=O)COC(=O)c1ccc(CSc2ccc(Cl)cc2)cc1	1.7	12.4	-0.1	-0.1
NC(=O)C1CCN(Cc2nnnn2C2CCCCC2)CC1	-0.2	-0.1	0.0	0.0

Compound activity: PubChem BioAssay, The Scripps Research Institute Molecular Screening Center

Random draw from the library, and some 3.5% of all compounds hit somewhere here.
